# N370S GC mod: inhibits or activates N370S mutant glucocerebrosidase | 330,000 compounds, 0.092% hits | AID 2101 | P04062 | N370S GC spleen homogenate, 4MU-glucoside fluorescence | Potency, µM (series often up to 59.4 µM), inactives show at the top dose activity change, negative = inhibition, usual class: inhibitors;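 further: 0% = full enzyme activity and -100% = no enzyme basal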
# DT40 TDP1 no CPT: qHTS for Inhibitors of human tyrosyl-DNA phosphodiesterase 1 (TDP1): qHTS in cells in absence of CPT. DT40 Tdp1-/- hTDP1 cells, no CPT, ATP luminescence, 48 h. Potency, µM (series often up to 46.2 µM), without a hit: top-dose activity change, negative = growth inhibition, actives largely listed as inhibitors. 420,000 compounds, 15% hits. AID 686978, 2013; further: nearly all actives have a fitted effect of over 55% in size
#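 Compound effects on proliferation are scored in DT40 Tdp1-/-;hTDP1 cells in the absence of CPT. ATP levels (CellTiter-Glo luminescence) are recorded after a ≥48 hr, 37 °C incubation.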
# TDP1 inh: TDP1 (human) enzyme inhibition; Q9NUW8; recombinant TDP1, AlphaScreen DNA substrate cleavage; Potency, µM (doses to about 130 µM), for inactives: at the highest dose activity change, negative = inhibition, actives largely listed as inhibitors; 350,000 compounds, 0.28% hits; further: nearly all actives have a fitted effect of over 40% in size
# Target sequence (Q9NUW8 whole entry, looked up): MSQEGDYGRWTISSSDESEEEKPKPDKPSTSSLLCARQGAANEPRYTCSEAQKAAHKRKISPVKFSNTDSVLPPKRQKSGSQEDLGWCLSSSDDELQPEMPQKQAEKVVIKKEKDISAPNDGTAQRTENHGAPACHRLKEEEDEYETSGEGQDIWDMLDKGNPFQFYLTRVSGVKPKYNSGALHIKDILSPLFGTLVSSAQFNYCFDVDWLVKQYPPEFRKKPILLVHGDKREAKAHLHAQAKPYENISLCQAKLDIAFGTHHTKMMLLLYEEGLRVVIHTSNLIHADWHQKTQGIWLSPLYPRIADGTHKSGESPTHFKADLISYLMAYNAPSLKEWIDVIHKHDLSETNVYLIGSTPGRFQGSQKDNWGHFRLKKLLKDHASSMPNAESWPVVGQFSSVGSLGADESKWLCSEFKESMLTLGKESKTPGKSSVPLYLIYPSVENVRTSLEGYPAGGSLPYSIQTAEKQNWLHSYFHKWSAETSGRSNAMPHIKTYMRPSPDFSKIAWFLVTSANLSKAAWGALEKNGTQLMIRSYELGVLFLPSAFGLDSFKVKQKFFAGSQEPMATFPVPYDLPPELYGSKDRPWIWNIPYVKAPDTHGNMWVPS
#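 Enzyme-compound mixtures sat 15 min at room temperature, followed by a 5 min reaction with 15 nM final substrate and 10 min with AlphaScreen beads. Recombinant human Tdp1 was used at 1 nM final.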
# An asterisk follows results filed as active; ? = inconclusive; · = no result given; & = joins results of further samples; ! = not confirmed by another sample; [ ] = another dose, or the depositor's remark. The call rests on the fitted dose curve; in most records, active means well fitted curve in the direction sought with a large enough effect; inconclusive means small, poorly fitted or top-dose-only effect, or another doubt; inactive means no such curve, though single readings can be large; an effect the other way counts as inactive or inconclusive. Unless noted, on the % scale 0 is the no-effect control and ±100 the full control effect; potency means the concentration at half of the fitted maximal effect. The list is partial; rates above refer to the full screens.
# Order of results: N370S GC mod, DT40 TDP1 no CPT, TDP1 inh
> Cc1ccccc1CN1C(=O)C(C)N=C(c2ccccc2)c2ccccc21 (stereo unspecified)
 : ·, 18µM*, 2%
> CCC(=O)c1ccc(OC(=O)N(C)c2ccccc2)cc1
 : 0%, -11%, 3%
> Cc1cccn2c(=O)c3cc(C(=O)N4CCC5(CC4)OCCO5)n(C)c3nc12
 : -3%, 1.3µM*, 1%
> COc1ccccc1NC(=O)c1cn(CCC#N)nc1-c1ccc(F)cc1
 : 3%, -18%, ·
> Cc1nc2nc(C)c(CCC(=O)N3CCC4(CC3)OCCO4)c(C)n2n1
 : 2%, -1%, 0%
> CCC1(CC)C(=N)N(C)C(=O)NC1=O
 : 1%, 10%, 0%
> COc1ccc(C2C(C(=O)N3CCC4(CC3)OCCO4)c3cc(OC)c(OC)cc3C(=O)N2C)cc1 (stereo unspecified)
 : 2%, -9%, 5%
> O=C(NC(=S)N1C[C@H]2C[C@H](C1)c1cccc(=O)n1C2)c1ccc(Cl)cc1
 : -27%, -14%, ·
> O=C(C(=O)N1CCOCC1)c1cn(Cc2ccccc2F)c2ccccc12
 : -8%, 1%, 1%
> C[N+](C)(C)CCCl
 : -4%, ·, 5%
> CCCCCCCCCC[N+](C)(C)CCCCCCCCCC
 : ·, 0.94µM*, 2%
> CN(C(=O)Cc1ccc(Cl)c(Cl)c1)C(CN1CCCC1)c1cccc(OCC(=O)O)c1 (stereo unspecified)
 : -1%&1%&1%, 4%&0%, 14%[56.1 µM]
> COc1ccc(/C=C2/C(=O)NC(=O)N(C3CCCCC3)C2=O)cc1CSc1ccccn1
 : -19%, ·, 2%
> CCC(=NCc1ccco1)c1c(O)n(C)c(=O)n(C)c1=O
 : -2%, ?, ·
> Cc1ccc2c(c1)C1CN(C)CCC1N2C(=O)CCCN1C(=O)c2cccc3cccc(c23)C1=O (stereo unspecified)
 : -9%, ?, 1%
> O=C(N/N=C/c1c(O)n(C2CC2)c(=S)[nH]c1=O)c1ccccc1Cl
 : -5%, 13%, 5%
> Cc1[nH]c2ccccc2c1/C=N/O
 : 11%[2.35 µM], -12%, 6%
> Cc1noc(C)c1C(=O)N1CCC2(CC1)OCCO2
 : 2%, 4%, 3%
> COc1ccc(-n2c(/C=C/c3ccc(O)cc3)nc3ccccc3c2=O)cc1
 : -10%, 21µM*, ·
> Cc1c(CCNS(=O)(=O)c2ccccc2)sc2nc(-c3ccc(Cl)cc3)nn12
 : ·, 9.2µM*, 3%
> CC(=O)c1c(C)n(CC2CCCO2)c2ccc(O)cc12 (stereo unspecified)
 : -4%, -24%, -2%
> Cc1ccc(S(=O)(=O)NCC2CCC(C(=O)N3CCC4(CC3)OCCO4)CC2)cc1 (stereo unspecified)
 : 1%, -30%, 4%
> Cc1[nH]c2ccccc2c1C1=CCNCC1
 : -25%, ?, 11%
> CCCCCCCCCCCCC/C=C/[C@@H](O)[C@@H](N)COP(=O)([O-])OCC[N+](C)(C)C
 : -17%, ·, -2%
> COc1ccc(CNc2oc(-c3cccc4ccccc34)nc2P(=O)(OC)OC)cc1
 : ?, ?, 1%
> Cc1ccc(NC(=O)N(Cc2ccc3c(c2)OCO3)C2CCN(Cc3ccccc3)CC2)cc1C
 : ·, 29µM*, 7%
> C[C@H](N)[C@@H](O)c1ccccc1
 : 15%[21.6 µM], ·, 11%[21 µM]
> CC(NCc1ccc(Cl)c(Cl)c1)C(O)c1ccccc1 (stereo unspecified)
 : 4%, ?, 1%
> CCNc1nc2[nH]c(=O)c3c(c2s1)OC(N)=C(C#N)C3c1cccs1 (stereo unspecified)
 : 8%, -27%, 4%
> CC1=C(O)C(=O)[C@H]2O[C@@H]2C1=O
 : -5%, 11µM*, 4%[56.1 µM]
> Cc1ccc(OCC(=O)N2CCN(C)CC2)c(Br)c1
 : 8%, 0%, 9%
> COC(=O)C1=C(c2ccc(F)cc2OCc2ccccc2)C[C@@H]2CC[C@H]1N2C(=O)NCc1ccc(C(C)(C)C)cc1
 : ·, ?, 0%
> N#CC12CNCC1CN=N2 (stereo unspecified)
 : 5%, 5%, 3%
> Oc1ccccc1-[n+]1c(-c2ccccc2)cc(-c2ccccc2)cc1-c1ccccc1
 : -6%, 2.3µM*, ·
> C=Cn1ccnc1P(=S)(c1nccn1C=C)C1CCCCC1
 : 12%, ?, 4%
> OC(c1ccc(Cl)cc1)(c1cncnc1)c1ccccc1Cl (stereo unspecified)
 : -16%, ·, 5%
> COc1ccc(N2C(=O)/C(=C/c3ccc(C)o3)C(=O)NC2=S)cc1
 : -9%, ?, ·
> C#C[C@]1(O)CC[C@H]2[C@@H]3CCC4=Cc5nc6nc7ccccc7n6cc5C[C@]4(C)[C@H]3CC[C@@]21C
 : -5%, 12µM*, ·
> CN(Cc1ccccc1)C(=C(Cl)Cl)/C(=C1/NCCN1Cc1ccc(Cl)nc1)[N+](=O)[O-]
 : -12%, ?, 5%
> COC(=O)C1=C(c2ccccc2OCc2ccccc2)C[C@@H]2CC[C@H]1N2C(=O)NCc1ccc(OC)c(OC)c1
 : ·, 21µM*, 3%
> CN(C)[C@@H]1C(=O)C(C(N)=O)=C(O)[C@@]2(O)C(=O)C3=C(O)c4c(O)ccc(Cl)c4[C@@](C)(O)[C@H]3C[C@@H]12
 : -4%, ?, ·
> CCOc1ccc(N2C(=O)/C(=C/c3ccc(C)o3)C(=O)NC2=S)cc1
 : 1%, 26µM*, ·
> CN(C)C(=O)Oc1ccc(OCc2cccc[n+]2C)cc1
 : 22%, -17%, -6%
> Cn1c(=O)oc2cc(S(=O)(=O)NC3CCCCCCC3)ccc21
 : 15%, ?, 0%
> Cc1ccc(S(=O)(=O)N(C)C)cc1NC(=O)C(C)[N+]12CCN(CC1)CC2 (stereo unspecified)
 : 16%, 2%, 3%
> Cc1cc(N2C(=O)C3CCCN3C2c2ccccc2)no1 (stereo unspecified)
 : ?, -13%, 8%
> CC1=C2C3OC(=O)C(C)C3CC[C@@]2(C)C=CC1=O (stereo partly specified)
 : 2%&-13%, 4%&3%, 14µM*!
> O=P(N1CCCCC1)(N1CCCCC1)C(Cl)(Cl)Cl
 : 3%, 3%, 0%
> CN(C)C1C(=O)C(C(N)=O)=C(O)[C@@]2(O)C(=O)C3=C(O)c4c(O)ccc(Cl)c4[C@](C)(O)C3CC12 (stereo partly specified)
 : -8%, 18µM*, ?
> CCCCC(=O)N/N=C/c1c(O)n(CC)c(=S)[nH]c1=O
 : 0%, 5%, 8%
> CN1C(=O)C(=Cc2ccc(N3CCCCCC3)o2)C(=O)N(C)C1=S
 : 6%, 23µM*, 5%
> CCOC(=O)c1c(/N=C/c2c(O)n(-c3ccccc3F)c(=S)[nH]c2=O)sc2c1CCCC2
 : -2%, ?, ?
> CSc1ccc(C(=O)C2CCCN(CCCn3cccn3)C2)cc1 (stereo unspecified)
 : -2%, -25%, 3%
> CN(C)C(=O)CCSC(SCCC(=O)O)c1cccc(/C=C/c2ccc3ccc(Cl)cc3n2)c1 (stereo unspecified)
 : ·, 17µM*, 6%
> COC(=O)N1CCC2(CCN(CC(C)C)CC2)CC1
 : 10%, -11%, ·
> O=C1C(Cl)=C(Cl)C(=O)C(Cl)=C1Cl
 : -8%&0%, 2.9µM*, ·
> COc1cccc(CNCCc2ccccc2)c1OC
 : -14%, -20%, 1%
> Cc1ccc2c(c1)[C@@H]1CN(C)CC[C@@H]1N2C(=O)Nc1cccc(C(F)(F)F)c1
 : -13%, 11µM*, 5%
> CCc1cccc(NC(=O)CN2C(=O)CN=C(c3ccccc3F)c3cc(Cl)ccc32)c1
 : ·, ?, 9%
> CC(C)CCOP(=O)(c1ccc(N(C)C)cc1)C(O)c1c(Cl)cccc1Cl (stereo unspecified)
 : 26%, 16µM*, ·

# (cont.)
# Order of results: N370S GC mod, DT40 TDP1 no CPT, TDP1 inh
> CNC(C)[C@H](O)c1ccccc1 (stereo partly specified)
 : 8%, -11%, 6%[56.1 µM]
> CC(=O)c1ccc2c(c1)C1C(Cl)C(Sc3ccccc3[N+](=O)[O-])CC1C(C(=O)O)N2 (stereo unspecified)
 : -5%, ?, -5%
> CC(C)(CN)CC(=O)O
 : 10%, -5%, -3%
> C[n+]1c(-c2ccccc2)c2cc(N)ccc2c2ccc(N)cc21
 : -9%, 0.16µM*, ·
> CN1C2CCC1CC(OC(=O)C1CCC(C(=O)OC3CC4CCC(C3)N4C)(c3ccccc3)c3ccccc31)C2 (stereo unspecified)
 : -3%, -10%[9.04 µM], 6%
> CCC(C=C[C@@H]1OC(=O)C=C[C@H]1C)=C[C@H](C)CC=CC(C)=C[C@@H](C)C(=O)[C@@H](C)[C@H](O)[C@@H](C)CC(C)=CC(=O)O
 : 1%[2.35 µM], ·, 1.3µM*
> CC(=O)O[C@]1(C)C(=O)OC/C2=C/CN(C)CCC(OC(=O)[C@@](O)(C(C)O)C[C@H]1C)C2=O (stereo partly specified)
 : 5%, 16%, ·
> CNC(C)Cc1ccccc1 (stereo unspecified)
 : ·, -8%, 1%
> COC(=O)C1C2c3ccccc3OC1(C)N=c1s/c(=C/c3cnn(C)c3C)c(=O)n12 (stereo unspecified)
 : -4%, ?, 7%
> O=C(O)c1ccc2c(c1)C1C(Cl)C(Sc3ccccc3[N+](=O)[O-])CC1C(c1cccc([N+](=O)[O-])c1)N2 (stereo unspecified)
 : -18%, -21%, -6%
> CCCCn1c(O)c(C=NCCCn2ccnc2)c(=O)[nH]c1=O
 : -5%[2.35 µM], 1%, 2%
> CCCCn1c(O)c(C(CC)=NCc2cccnc2)c(=O)[nH]c1=O
 : -13%, -17%, 2%
> O=C(COc1ccc(Cl)cc1)N1CCN(Cc2ccc([N+](=O)[O-])cc2)CC1
 : 1%, 23µM*, 0%
> O=[N+]([O-])c1cc([As](=O)(O)O)ccc1O
 : -5%, -10%, 9%[56.1 µM]
> O=C(CC1CCCCC1)c1c(O)c2ccccc2oc1=O
 : 9%, ?, 5%
> COP(=O)(OC)Oc1ccc(C(O)C(Cl)(Cl)Cl)cc1 (stereo unspecified)
 : 2%, -7%, ·
> CC[C@H](OC(C)=O)C(C[C@H](C)N(C)C)(c1ccccc1)c1ccccc1
 : ·, 23µM*, 7%
> Cc1cc(OC(=O)N(C)C)nc2c1c(C)nn2C
 : 2%, -11%, 4%
> FC(F)(F)c1ccc2c(c1)nnn2C1CCN(Cc2nnnn2Cc2ccccc2)CC1
 : 6%, ?, 0%
> CCCC(=O)O[C@@H]1[C@@H](C)[C@@]2(O)[C@@H](C=C(CO)C[C@]3(O)C(=O)C(C)=C[C@@H]23)[C@@H]2C(C)(C)[C@]12OC(=O)CCC
 : -15%, ·, 13%

# Of the compounds above, these contain a cyano group.
# Order of results: N370S GC mod, DT40 TDP1 no CPT, TDP1 inh
> COc1ccccc1NC(=O)c1cn(CCC#N)nc1-c1ccc(F)cc1
 : 3%, -18%, ·
> CCNc1nc2[nH]c(=O)c3c(c2s1)OC(N)=C(C#N)C3c1cccs1 (stereo unspecified)
 : 8%, -27%, 4%
> N#CC12CNCC1CN=N2 (stereo unspecified)
 : 5%, 5%, 3%

# Whole records, quoted from the list.
# `C#C[C@]1(O)CC[C@H]2[C@@H]3CCC4=Cc5nc6nc7ccccc7n6cc5C[C@]4(C)[C@H]3CC[C@@]21C` is listed with N370S GC mod: -5%; DT40 TDP1 no CPT: 12µM*; TDP1 inh: ·
# `O=C(CC1CCCCC1)c1c(O)c2ccccc2oc1=O` is listed with N370S GC mod: 9%; DT40 TDP1 no CPT: ?; TDP1 inh: 5%

# Additional entries.
# Order of results: N370S GC mod, DT40 TDP1 no CPT, TDP1 inh
> CCOC(=O)c1c(C)[nH]c(C)c1C(=O)C(Cc1ccccc1)N(C)C (stereo unspecified)
 : -8%, ?, ·
> COc1c(C)cc(C(=O)C2CCCN(Cc3ccccn3)C2)cc1C (stereo unspecified)
 : 7%, 18µM*, 5%
> CC(=O)OCC1=C(C(=O)O)N2C(=O)C(NC(=O)CCCC(N)C(=O)O)C2SC1 (stereo unspecified)
 : -2%, -23%, 25µM*
> c1ccc(-c2ccccc2)cc1
 : 3%, ·, 14%
> COC(=O)C1=C(c2cccc(C#N)c2)C[C@@H]2CC[C@H]1N2C(=O)N1CCc2cc(OC)c(OC)cc2C1
 : ·, ?, 4%
> CCCCC/C=C\C/C=C\C/C=C\C/C=C\CCCC(=O)Nc1ccc(O)cc1
 : -14%&-2%, 21µM*, 0%
> COc1cc(CN2CCNCC2)cc(OC)c1OC
 : -1%, -5%, ·
> CC(C)(C)[C@]1(O)C[C@@H]2OC(=O)C[C@@]23C(=O)O[C@@H]2OC(=O)[C@@H](O)C213 (stereo partly specified)
 : ·, 2%, 0%
> CC(C(=O)c1c[nH]c2ccccc12)N1CCOCC1 (stereo unspecified)
 : -3%, -2%, 0%
> COC1=CC23CCCN2CCc2cc4c(cc2C3C1O)OCO4 (stereo unspecified)
 : -3%, ?, -8%[56.1 µM]
> CCCC[N+]12C3C[C@H](C4[C@H](O)[C@]5(C[C@@H]41)c1ccccc1N(C)[C@@H]35)[C@H](CC)[C@H]2O (stereo partly specified)
 : -10%, ?, ·
> CN1CCc2cccc(Cl)c2CC1
 : -5%&6%, 3%, 4%

# Screens as filed in PubChem.
